Kir21 inh: inhibitors of mouse Kir2.1 inward-rectifier potassium channel; Inward rectifier potassium channel 2 (Mus musculus), P35561; HEK293-Kir2.1, FluxOR thallium flux fluorescence; stronger effect = lower value; B-score at 10 µM; 310,000 tested, 0.85% active;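 active = fluorescence ratio B-score at or below minus 3 SD of library scores, with starting-brightness B-score within 2 SD, cut at about -4.2 in these data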;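 also: channel flux triggered by added potassium and thallium sulfate stimulus; B-score of peak minus minimum fluorescence over baseline after thallium stimulus; more negative B-score means stronger Kir2.1 block with less thallium influx; some compounds called inactive have numbers as strong as hits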
Target sequence (P35561 whole entry, looked up): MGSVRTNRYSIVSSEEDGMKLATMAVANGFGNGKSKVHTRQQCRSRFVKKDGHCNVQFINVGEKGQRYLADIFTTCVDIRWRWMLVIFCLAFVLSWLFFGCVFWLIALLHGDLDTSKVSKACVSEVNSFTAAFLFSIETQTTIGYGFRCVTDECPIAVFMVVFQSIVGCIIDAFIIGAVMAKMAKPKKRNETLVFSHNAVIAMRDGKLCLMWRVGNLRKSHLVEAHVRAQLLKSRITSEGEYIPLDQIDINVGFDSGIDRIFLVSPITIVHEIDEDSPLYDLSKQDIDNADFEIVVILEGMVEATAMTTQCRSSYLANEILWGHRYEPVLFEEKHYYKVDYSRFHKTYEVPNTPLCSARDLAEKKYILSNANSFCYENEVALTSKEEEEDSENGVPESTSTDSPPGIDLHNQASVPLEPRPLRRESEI
KCNQ2 block: KCNQ2 potassium channel inhibitors, primary screen, cell-based, CHO-K1, FluxOR thallium flux, B-score (AID 2156). Potassium voltage-gated channel subfamily KQT member 2 (Rattus norvegicus), O88943. 20 min; stronger effect = lower value. B-score at 10 µM. 310,000 tested, 1.1% active;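 active = fluorescence ratio B-score at most minus 3 library SDs, with starting brightness B-score within 2 library SDs, cut at about -5.5 in these data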
Starred values were filed as active, the others as inactive.

`CC(C)[C@H](NC(=O)c1ccccc1Cl)C(=O)NC1CCCCCC1` gave Kir21 inh 0.02 and KCNQ2 block inactive.
Screening CC(C)n1c(SCC(=O)N2CCN(C)CC2)nc2c1c(=O)n(C)c(=O)n2C returned Kir21 inh 2.1 and KCNQ2 block inactive.
Screening O=Nc1[nH]c(=O)c(/C=C(\O)c2ccccc2)nc1NO returned Kir21 inh -1.8 and KCNQ2 block inactive.
For COc1ccc(CN2CCN(Cc3ccc(C(F)(F)F)cc3)CC2)c(OC)c1 the results were Kir21 inh -2.4 and KCNQ2 block inactive.
`COc1ccc(NC(=O)c2cc(Br)c(Br)s2)cn1` gave Kir21 inh -0.04 and KCNQ2 block inactive.
`O=C(COc1ccc2c3c(c(=O)oc2c1)CCC3)N[C@@H](CSCc1ccccc1)C(=O)O` gave Kir21 inh 1.6 and KCNQ2 block inactive.
For CCOc1ccc(NC(=O)CCNS(=O)(=O)c2ccc3c(c2)CCC(=O)N3)cc1 the results were Kir21 inh 0.82 and KCNQ2 block inactive.
CCn1c(SCC(=O)Nc2ccc3c(c2)OCCO3)nnc1C(C)C was read as Kir21 inh 2.1 and KCNQ2 block inactive.
`CCOC(=O)c1cnc(SCC(=O)Nc2ccc3c(c2)OCCO3)nc1N` gave Kir21 inh 0.42 and KCNQ2 block inactive.
COC(=O)c1cc(NC(=O)CSc2nnc(N)s2)ccc1Cl was read as Kir21 inh -0.53 and KCNQ2 block inactive.
`O=C(c1cc(N2CCOCC2)c(F)cc1[N+](=O)[O-])N1CCOCC1` gave Kir21 inh -0.93 and KCNQ2 block inactive.
For O=C(Nc1ccccc1)[C@@H]1CC=C[C@@H]2CCN(Cc3ccccc3)C(=O)[C@@H]21 the results were Kir21 inh -1.6 and KCNQ2 block inactive.
For Cc1cc(C(=O)CSCCCn2c(=O)[nH]c3ccccc32)c(C)n1C the results were Kir21 inh -1.2 and KCNQ2 block inactive.
Screening O=C(CN1CCN(Cc2ccccc2Cl)C1=O)NCc1ccco1 returned Kir21 inh 0.1 and KCNQ2 block inactive.
`NC(=O)CC[C@H](NC(=O)[C@H](Cc1ccccc1)n1c(=O)[nH]c2ccccc2c1=O)C(=O)N1CCC[C@H]1C(=O)O` gave Kir21 inh -0.58 and KCNQ2 block inactive.
`CCN(CC)c1ccc(/C=C/c2nc3ccccc3s2)cc1` gave Kir21 inh -3.9 and KCNQ2 block inactive.
Cc1cc(OCc2nn[nH]n2)c2c(C)c(CC(=O)O)c(=O)oc2c1 was read as Kir21 inh 1.1 and KCNQ2 block inactive.
Screening CC(=O)Nc1ccc(Br)c2ccccc12 returned Kir21 inh 0.33 and KCNQ2 block inactive.
`OCC1(Cc2ccccc2)CCN(Cc2cnc(-c3ccc(Cl)cc3)nc2)CC1` gave Kir21 inh -0.26 and KCNQ2 block inactive.
COCCNC(=O)CN(C(=O)CCC(=O)Nc1ccccn1)c1ccc(OC)cc1 was read as Kir21 inh 1.2 and KCNQ2 block inactive.

Overlap with the part before: five compounds; new compounds follow.
`CCN(CC)c1ccc(/C=C/c2nc3ccccc3s2)cc1` gave Kir21 inh -3.9 and KCNQ2 block inactive.
Cc1cc(OCc2nn[nH]n2)c2c(C)c(CC(=O)O)c(=O)oc2c1 was read as Kir21 inh 1.1 and KCNQ2 block inactive.
Screening CC(=O)Nc1ccc(Br)c2ccccc12 returned Kir21 inh 0.33 and KCNQ2 block inactive.
`OCC1(Cc2ccccc2)CCN(Cc2cnc(-c3ccc(Cl)cc3)nc2)CC1` gave Kir21 inh -0.26 and KCNQ2 block inactive.
COCCNC(=O)CN(C(=O)CCC(=O)Nc1ccccn1)c1ccc(OC)cc1 was read as Kir21 inh 1.2 and KCNQ2 block inactive.
Screening CS(=O)(=O)NCCSCc1c(Cl)cccc1Cl returned Kir21 inh -0.92 and KCNQ2 block inactive.
`O=C(CCc1nc2ccccc2c(=O)[nH]1)OCc1ccc(-c2ccccc2)cc1` gave Kir21 inh 1.4 and KCNQ2 block inactive.
`O=[N+]([O-])c1ncn(Cc2c(Cl)cccc2Cl)n1` gave Kir21 inh -0.21 and KCNQ2 block inactive.
CCCC(=O)NCCc1nc2ccccc2n1C was read as Kir21 inh -2.8 and KCNQ2 block inactive.
`N/C(=N\OC(=O)c1ccco1)c1cccc(Br)c1` gave Kir21 inh 0.41 and KCNQ2 block inactive.
`C/C=C(\C)CN1CCCC(CO)(Cc2ccccc2)C1` (stereo unspecified) gave Kir21 inh -0.54 and KCNQ2 block inactive.
For O=C(c1ccc(O)cc1)c1ccc(C(=O)O)c(C(=O)O)c1 the results were Kir21 inh 0.84 and KCNQ2 block inactive.
`CCN(c1ccc(OCC(=O)OCC(=O)c2c(N)n(C)c(=O)n(C)c2=O)cc1)S(=O)(=O)c1ccccc1` gave Kir21 inh 0.91 and KCNQ2 block inactive.
For Cc1ccc(NC2CCCN(C(=O)CCN3CCOCC3)C2)cc1C (stereo unspecified) the results were Kir21 inh 1 and KCNQ2 block inactive.
COc1cccc(NC(=S)NCc2ccco2)c1 was read as Kir21 inh 0.49 and KCNQ2 block inactive.
COc1cc(/C=C2\SC(=O)N(CC(=O)Nc3cccc(C)c3)C2=O)ccc1OC(C)C(=O)O (stereo unspecified) was read as Kir21 inh 0.11 and KCNQ2 block inactive.
O=[N+]([O-])c1ccc(N2CCN(CCOCCO)CC2)c([N+](=O)[O-])c1 was read as Kir21 inh 0.63 and KCNQ2 block inactive.
`CC1=NN2C(=N)/C(=C\c3ccc(SCc4ccccc4)o3)C(=O)N=C2S1` gave Kir21 inh -2.3 and KCNQ2 block inactive.
For CC(C)NC(=O)Cn1cc(S(=O)(=O)N2CCCC2)c(S(=O)(=O)N2CCCC2)c1 the results were Kir21 inh -0.01 and KCNQ2 block inactive.
Screening CCC1=Nc2cc(C(=O)NCc3ccco3)ccc2Sc2ccc(Cl)cc21 returned Kir21 inh 0.39 and KCNQ2 block inactive.
For CCC(=O)NC(=S)NNC(=O)c1ccc(NC(=O)c2ccccc2)cc1 the results were Kir21 inh -0.2 and KCNQ2 block inactive.
`CC(C)(C)c1ccc(S(=O)(=O)NCC(=O)N2CCN(Cc3ccccc3)CC2)cc1` gave Kir21 inh -0.03 and KCNQ2 block inactive.
`CCOC(=O)C1=C(C)N=c2s/c(=C/c3cccc([N+](=O)[O-])c3O)c(=O)n2C1c1cc(OC)c(OC)c(OC)c1` (stereo unspecified) gave Kir21 inh -0.33 and KCNQ2 block inactive.
Screening CCCS(=O)(=O)c1nc(S(=O)(=O)c2ccc(C)cc2)c(N2CCN(CC)CC2)s1 returned Kir21 inh -0.74 and KCNQ2 block inactive.
For CC1=NN(CCC#N)C(=O)/C1=C/c1ccc(N(C)C)cc1 the results were Kir21 inh 0.97 and KCNQ2 block inactive.
`CNC(=O)COc1ccccc1C(=O)Nc1ccc2c(c1)oc1ccccc12` gave Kir21 inh 0.06 and KCNQ2 block inactive.
For CCn1c(C)nc2cc(C(=O)N/N=C/c3cccc(OC)c3O)ccc21 the results were Kir21 inh 0.33 and KCNQ2 block inactive.
Screening CCCS(=O)(=O)N1CCN(C(=O)c2cccs2)CC1 returned Kir21 inh 1.9 and KCNQ2 block inactive.
`CC(=O)N1CCc2cc(S(=O)(=O)N3CCc4ccccc4C3)ccc21` gave Kir21 inh -0.26 and KCNQ2 block inactive.
Screening COC(=O)C1=CN(c2ccc(OC)cc2)C=C(C(=O)OC)C1c1ccc([N+](=O)[O-])cc1 returned Kir21 inh 0.21 and KCNQ2 block -5.6*.
O=C(c1ccc2c(c1)OCO2)C1CCCN(Cc2cn[nH]c2-c2cccc(F)c2)C1 (stereo unspecified) was read as Kir21 inh -4.2 and KCNQ2 block inactive.
For Cc1cc(N2CCCC2)nc(SCC(=O)c2ccccc2)n1 the results were Kir21 inh 1.2 and KCNQ2 block inactive.
For CCOc1ccc(C(=O)Nc2cccc(-c3cc4ccccc4oc3=O)c2)cc1[N+](=O)[O-] the results were Kir21 inh -0.61 and KCNQ2 block inactive.
Screening O=C(NCc1ccc(F)cc1)C1CCCN1C(=O)Nc1ccccc1 (stereo unspecified) returned Kir21 inh -0.27 and KCNQ2 block inactive.
For COC(=O)c1sccc1NS(=O)(=O)c1ccc(F)cc1F the results were Kir21 inh 0.62 and KCNQ2 block inactive.
For O=C(CCc1ccccc1)N=C1SC2CS(=O)(=O)CC2N1c1ccccc1F (stereo unspecified) the results were Kir21 inh -1.3 and KCNQ2 block inactive.
For COc1cccc(NC(=O)COC(=O)CCCC2=NS(=O)(=O)c3ccccc3N2)c1 the results were Kir21 inh 0.04 and KCNQ2 block inactive.
N#C/C(=C\c1ccc(-c2cccc(C(F)(F)F)c2)o1)C(=O)Nn1cnnc1 was read as Kir21 inh 1.6 and KCNQ2 block inactive.
For COc1cc2nc3c4ccccc4n(CC#N)c3nc2cc1OC the results were Kir21 inh -1.9 and KCNQ2 block inactive.
Cc1ccc(S(=O)(=O)N(C)CC(=O)O/N=C(\N)c2cccc(Br)c2)cc1 was read as Kir21 inh -0.72 and KCNQ2 block inactive.
COC(=O)c1c(NC(=O)c2ccccc2)sc2c1CC(C)(C)OC2 was read as Kir21 inh 0.16 and KCNQ2 block inactive.
CCc1ccc(OS(=O)(=O)c2cn(C)c(=O)n(C)c2=O)cc1 was read as Kir21 inh -0.01 and KCNQ2 block inactive.
Screening O=C(CSc1nncn1-c1ccccc1)Nc1ccc(F)cc1F returned Kir21 inh -1.1 and KCNQ2 block inactive.
COc1ccccc1CNC(=O)Cn1c(=O)c2cccn2c2cccnc21 was read as Kir21 inh -0.1 and KCNQ2 block inactive.
Cc1c(C(=O)N2CCOCC2)oc2c1C(=O)CC(C)(C)C2 was read as Kir21 inh 0.2 and KCNQ2 block inactive.
Screening O=C(C1CC1)N1N=C(c2ccc(Br)cc2)CC1(O)C(F)(F)F (stereo unspecified) returned Kir21 inh -1.1 and KCNQ2 block inactive.
COc1ccc(Br)cc1CNC(=O)CCc1nc(-c2ccccc2F)no1 was read as Kir21 inh -0.21 and KCNQ2 block inactive.
CCn1cc(CN2CCC(n3nccc3NC(=O)c3cccc(F)c3)CC2)c(C)n1 was read as Kir21 inh 0.84 and KCNQ2 block inactive.
For COc1cc(CN2CCC(n3nccc3NC(=O)CCCc3ccccc3)CC2)ccc1F the results were Kir21 inh -2.2 and KCNQ2 block inactive.
`COc1cc(CNC(=O)C2CCCN2S(=O)(=O)c2ccccc2)cc(OC)c1OC` (stereo unspecified) gave Kir21 inh 0.3 and KCNQ2 block inactive.
`CCOC(=O)N1CCC(NC(=O)C2CCN(C(=O)c3cc4sccc4n3CC)CC2)CC1` gave Kir21 inh -0.54 and KCNQ2 block inactive.
For O=C(CSc1nnc(CN2CCOCC2)n1-c1ccccc1)Nc1ccc(Cl)cc1 the results were Kir21 inh -1.2 and KCNQ2 block inactive.
For CCOC(=O)CN1C(=O)N[C@H](c2ccc(Br)cc2)C(C(C)=O)=C1C the results were Kir21 inh 1.6 and KCNQ2 block inactive.
`CCC(C)c1ccccc1NC(=O)COC(=O)c1ccc(N2CCCC2)c([N+](=O)[O-])c1` (stereo unspecified) gave Kir21 inh 0.02 and KCNQ2 block inactive.
CNC(=S)N1CCN=C1Nc1nc(C)cc(C)n1 was read as Kir21 inh -1.1 and KCNQ2 block inactive.
CC[n+]1c(/C=C/Nc2ccccc2)oc2ccc(OC)cc21 was read as Kir21 inh -3.2 and KCNQ2 block inactive.
Screening CSc1ccccc1OCc1cc(C(=O)N2CCSCC2)no1 returned Kir21 inh 1.1 and KCNQ2 block inactive.
CCOC(=O)C(C#N)=C1CCN(Cc2ccccc2)CC1 was read as Kir21 inh -0.71 and KCNQ2 block inactive.
Screening COc1cccc(NC(=O)N2CCCC2C(=O)NC2CCCC2)c1 (stereo unspecified) returned Kir21 inh 0.08 and KCNQ2 block inactive.
For Cc1ccccc1-n1c(SCC(=O)NCc2cccs2)nc2ccccc2c1=O the results were Kir21 inh -0.12 and KCNQ2 block inactive.
For N/C(=N\OC(=O)c1ccc(Br)cc1)c1ccncc1 the results were Kir21 inh 0.47 and KCNQ2 block inactive.
Screening O=S(=O)(c1ccc(OCC(O)CN2CCN(c3ccccc3Cl)CC2)cc1)N1CCOCC1 (stereo unspecified) returned Kir21 inh 1 and KCNQ2 block inactive.
CCOn1c(=O)c(-c2cccc3ccccc23)[n+]([O-])c2ccccc21 was read as Kir21 inh -0.68 and KCNQ2 block inactive.
For O=C(O)Cn1nnnc1SCC(=O)Nc1ccc(F)cc1F the results were Kir21 inh -0.05 and KCNQ2 block inactive.
`O=C(Nc1ccc(S(=O)(=O)Nc2ccccc2)cc1)c1ccc(CN2CCOCC2)cc1` gave Kir21 inh 0.25 and KCNQ2 block inactive.

Quoted at random: two entries already listed
For O=C(CCc1ccccc1)N=C1SC2CS(=O)(=O)CC2N1c1ccccc1F (stereo unspecified) the results were Kir21 inh -1.3 and KCNQ2 block inactive.
`O=C(c1cc(N2CCOCC2)c(F)cc1[N+](=O)[O-])N1CCOCC1` gave Kir21 inh -0.93 and KCNQ2 block inactive.

Continuation:
Screening CC/C(C)=C1\SC(N2CCN(c3cccc(C(F)(F)F)c3)CC2)=NC1=O returned Kir21 inh 1 and KCNQ2 block inactive.
`COC(=O)c1ccc(CSc2ccc3nnc(-c4ccccn4)n3n2)o1` gave Kir21 inh 0.77 and KCNQ2 block inactive.
Screening Cc1c(C(=O)N(Cc2nccn2C)C(C)C)oc2c(F)cccc12 returned Kir21 inh 0.77 and KCNQ2 block inactive.
CC(C(=O)NCCc1nc2ccccc2[nH]1)n1cc([N+](=O)[O-])cn1 (stereo unspecified) was read as Kir21 inh -0.02 and KCNQ2 block inactive.

Assay outcomes: PubChem, Johns Hopkins Ion Channel Center
